TDP43 rescue = qHTS of TDP-43 Inhibitors. AID 652104, 2013. hit rate 1.8% among 410,000. Potency, µM (titrated, usually from 46.1 µM), inactives show top-dose growth rescue (activation), hits mostly activators. TDP-43 expressing yeast growth rescue, BacTiter-Glo, 24 h; note: potency is the fitted concentration of half-maximal effect; % of control where 0% means no effect; nearly all actives have a fitted effect of over 50% in size
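Yeast expressing TDP-43 (pregrown in raffinose, seeded at OD600=0.02 in galactose medium) exposed to compounds 24 hr at 30 deg C. Growth read by BacTiter-Glo luminescence; rescue of toxicity appears as increased signal.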
DRD3 antagonist = qHTS of D3 Dopamine Receptor Antagonist: qHTS; D3R cells, DiscoveRx beta-arrestin luminescence, antagonist mode; hits give low values; max response, negative = inhibition, %; hit rate 2.5% among 360,000; D(3) dopamine receptor (Homo sapiens), P35462; AID 652054, 2013; in the data active = max response below about -50%; inconclusive = no clear call, values can overlap the other calls; note: % is set by controls: 0 for no effect and ±100 for the full control effect; mostly tested at two doses, the higher about 12 µM
Target sequence (P35462 whole entry, looked up): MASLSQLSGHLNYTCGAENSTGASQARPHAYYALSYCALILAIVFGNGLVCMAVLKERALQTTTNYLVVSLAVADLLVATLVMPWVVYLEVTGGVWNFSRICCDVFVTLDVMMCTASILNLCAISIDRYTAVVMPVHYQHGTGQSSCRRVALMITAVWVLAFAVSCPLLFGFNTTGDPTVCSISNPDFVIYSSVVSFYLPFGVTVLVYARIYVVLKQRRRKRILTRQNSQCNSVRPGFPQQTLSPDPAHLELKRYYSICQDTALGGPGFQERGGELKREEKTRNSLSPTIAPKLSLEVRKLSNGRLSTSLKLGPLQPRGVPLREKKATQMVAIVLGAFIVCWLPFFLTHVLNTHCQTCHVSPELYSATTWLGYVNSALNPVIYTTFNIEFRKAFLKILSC
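Cells plated overnight at 1500 cells/well, then exposed to library compounds with dopamine controls for 90 minutes at 37 degrees C. DiscoveRx reagent added for 30–60 minutes at room temperature; luminescence read, quantitative HTS format.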
aSyn yeast inh = qHTS of alpha-syn Inhibitors; Yeast expressing alpha-synuclein, growth rescue, BacTiter-Glo, 24 h; Potency, µM (top dose mostly 46.1 µM), for inactives: at the highest dose growth rescue (activation), usual class: activators; hit rate 0.14% among 370,000; note: potency is the fitted concentration of half-maximal effect; % of control where 0% means no effect; nearly all actives have a fitted effect of over 65% in size
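Readout is rescue of growth in alpha-synuclein-expressing yeast, so inhibitors of toxicity appear as activators. Growth after 24 hr at 30 deg C in galactose medium is quantified by luminescence.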
GLP1R ag = qHTS of GLP-1 Receptor Agonists; HEK293 GLP-1R CRE-luciferase, luminescence, 4-6 h; cells express a hypersensitive GLP-1R form; Potency, µM (doses to about 45.6 µM), for inactives: at the top dose activation, hits mostly activators; hit rate 0.007% among 380,000; note: potency is the fitted concentration of half-maximal effect; % of control where 0% means no effect
Target sequence (P43220 whole entry, looked up): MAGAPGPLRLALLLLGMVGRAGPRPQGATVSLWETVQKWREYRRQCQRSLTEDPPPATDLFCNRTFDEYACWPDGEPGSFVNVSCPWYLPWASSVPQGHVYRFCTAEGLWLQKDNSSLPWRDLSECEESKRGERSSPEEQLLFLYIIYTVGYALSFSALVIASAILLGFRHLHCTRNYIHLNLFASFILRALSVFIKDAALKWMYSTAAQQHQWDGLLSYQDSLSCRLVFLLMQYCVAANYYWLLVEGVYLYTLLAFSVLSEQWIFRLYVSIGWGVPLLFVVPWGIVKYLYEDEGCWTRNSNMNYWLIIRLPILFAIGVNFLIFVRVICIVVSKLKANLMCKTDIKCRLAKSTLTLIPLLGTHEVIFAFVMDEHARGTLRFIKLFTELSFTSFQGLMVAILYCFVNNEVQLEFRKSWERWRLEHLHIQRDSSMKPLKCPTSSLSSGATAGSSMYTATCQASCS
Akt phos inh = HTS Assay for Inhibitors of Akt Phophorylation: Primary Screen; Neuro2A IGF-stimulated pAkt S473 HTRF, 20 min; hits give low values; activity change, % for hits at 50 µM; hit rate 0.32% among 360,000; AID 651550, 2012; in the data active = activity change below about -80%; inconclusive = mostly about -51% to -80%; note: % is set by controls: 0 for no effect and ±100 for the full control effect
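Single-point screen (50 µM final compound) in Neuro2A cells stimulated 20 min with 6 nM IGF at 37 deg C. After lysis, Ser473-phosphorylated Akt read by HTRF (ex 330 nm, em 615/665 nm) as the 665/615 ratio.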
FUS yeast rescue = qHTS for Suppressors of FUS Proteinopathy: Primary screen using FUS-linked yeast assay; S. cerevisiae FUS-expressing, growth rescue, OD600, 24 h; Potency, µM (titrated, usually from 76.6 µM), for inactives: at the highest dose growth rescue (activation), hits mostly activators; hit rate 0.24% among 390,000;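 note: potency is the fitted concentration of half-maximal effect; plate controls were DMSO vehicle for no effect and reference control for full effect; nearly all actives have a fitted effect of over 55% in size; some results filed as inactive show a strong effect at the top dose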
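Compound concentration series was pinned onto galactose-induced FUS-expressing yeast seeded at OD 0.005. Plates sat 24hr at 30C; absorbance at 600 nm gave growth. DMSO served as background control.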
Abeta rescue = qHTS for compounds that reverse cellular toxicity of Amyloid beta (A-beta) peptide in yeast: Primary Screen; yeast expressing A-beta42, growth rescue, OD600, 48 h; response scale: 0% DMSO, 100% iron-clioquinol control; Potency, µM (top dose mostly 46.1 µM), for the others: at the highest dose growth rescue, actives largely listed as activators; hit rate 0.063% among 410,000; note: potency is the fitted concentration of half-maximal effect; nearly all actives have a fitted effect of over 55% in size
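Growth rescue measured by 600 nm absorbance after 48 h yeast culture at 30 C with compound. Values normalized between DMSO and an equimolar ferric chloride plus clioquinol control.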
GLP-1R inv ag = qHTS of GLP-1 Receptor Inverse Agonists (Inhibition Mode). Glucagon-like peptide 1 receptor (Homo sapiens), P43220. HEK293 GLP-1R CRE-luciferase, luminescence, 24 h; GLP-1R form is constitutively active. Potency, µM (top dose mostly 38.3 µM), without a hit: at the highest dose activity change, negative = inhibition, hits mostly inhibitors. hit rate 1.6% among 410,000. AID 624417, 2012; note: potency is the fitted concentration of half-maximal effect; % is set by controls: 0 for no effect and ±100 for the full control effect; nearly all actives have a fitted effect of over 55% in size
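Stable HEK293 clone (constitutively active GLP-1R + cAMP-response luciferase); 200 cells/uL plated, 12 h pre-culture, compound 24 hr, 37 deg C/5% CO2; detection reagent 12 min RT; luminescence.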
PTHR1 agonist = qHTS for PTHR1 Agonists: Primary Screen. Parathyroid hormone/parathyroid hormone-related peptide receptor (Homo sapiens), Q03431. HEK293 GP2 PTHR1 cells, GloSensor cAMP luminescence, 1 h. Potency, µM (top dose mostly 115 µM), for inactives: at the highest dose activation, actives largely listed as activators. hit rate 0.075% among 410,000; note: potency is the fitted concentration of half-maximal effect; nearly all actives have a fitted effect of over 55% in size; some results filed as inactive show a strong effect at the top dose; inactives centre near -15; many of its hits are not listed in these tables
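HEK-293-derived GP2 cells expressing PTHR1 and a GloSensor cAMP reporter, 3,000/well, plated overnight, given luciferin plus IBMX (each 0.5 mM as added) for 1 h at 37 °C, then compound for 1 h at 37 °C. Luminescence was read after 15 min at room temperature.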
* marks the source's active call; other numbers are inactive results; i = inactive; ? = inconclusive; / = no result given; & = joins results of further samples; [ ] = another dose, or the depositor's remark. Unless noted, calls come from the whole dose curve; as a rule, active = well fitted curve in the direction sought with a large enough effect; inconclusive = small, poorly fitted or top-dose-only effect, or another doubt; inactive = no such curve, though single readings can be large; an effect the other way counts as inactive or inconclusive. This is a subset; count on the stated rates, not on these rows.

Under each structure – TDP43 rescue	DRD3 antagonist	aSyn yeast inh	GLP1R ag	Akt phos inh	FUS yeast rescue	Abeta rescue	GLP-1R inv ag	PTHR1 agonist
> CSc1ccccc1NC(=O)CSc1n[nH]c(N)n1
  27%	16	-3%	1%	i	-6%	-2%	5%	i
> CCCn1c(-c2ccc(OC)cc2)nc2nc3ccccc3nc21
  0%	18	-1%	5%	?	29%	0%	45%[activator]	i
> CCc1nc2c(c(=O)[nH]1)C1(CCCC1)Cc1ccccc1-2
  -10%	11	-1%	2%	i	-8%	19%	-3%	8%[57.5 µM]
> NC(=S)NN=Cc1cc(-c2cccc(N)c2)ccn1
  14%	2	2%	0%	i	27%	-19%	-28%	i
> CCN(C(=O)c1cc2c(=O)[nH]c3ccc(C)cc3c2s1)c1ccc(F)cc1
  6%	2	9%	25%	i	6%	12%	1%	i
> N#CC1(NC(=O)COC(=O)c2cc([N+](=O)[O-])ccc2N2CCCC2)CCCCC1
  -18%	-7	-1%	12%	i	27%	-2%	1%	i
> COc1ccc(CCN2CC(C(=O)N3CCC(OC)CC3)CCC2=O)cc1 (configuration not stated)
  4%	4	-1%	-2%	i	/	-6%	3%	i
> CCCCc1ncc(CN2CCC(n3nccc3NC(=O)c3ccccc3Cl)CC2)[nH]1
  -7%	3	-2%	0%	i	/	7%	-2%	-7%
> CCCCC(=O)Nc1ccc2c(c1)nc(CCN1CCOCC1)n2C
  14%	-12	-1%	15%	i	16%	-1%	0%	-7%
> COc1ccc(C(=O)c2[nH]c(N)c(C(=O)NCCc3c[nH]c4ccccc34)c2-c2ccc(Br)cc2)cc1
  28%	51	6%	1%	i	30%	-2%	-23%	i
> COc1ccccc1CNC(=O)C(NC(=O)Nc1ccccc1)C(C)C (configuration not stated)
  -22%	2	0%	6%	i	32%	-14%	-1%	-21%
> COc1ccc(-c2c(C)c3cc(O)ccc3oc2=O)cc1OC
  1%	-25	-1%	-2%	/	-7%	-9%	37%[activator]	-30%[inhibitor]
> Cc1nnc(SCC(=O)N2CCOCC2)n1C
  -1%	15	3%	-15%	i	12%	21%	7%	i
> CCOC(=O)C1CCN(C(=O)Cn2nc(C)n3c(cc4cc(C)ccc43)c2=O)CC1
  -3%&-3%	9	4%	-1%	i	-13%&18%	-11%&-20%	2%&-1%	-21%
> CNC(=S)Nc1cc(C)ccc1OC(F)F
  -10%[0.397 µM]	12	-1%	13%	i	11%	10%	5%	i
> COC(=O)c1cc2c(s1)-c1ccc(OC)cc1CC2
  17%	84	0%	15%	i	8%	4%	15%	i
> Cc1cccc(C)c1NC(=O)CCC(=O)N1Cc2ccccc2Oc2ncccc21
  19%[9.22 µM]	/	/	/	/	-8%	3%	-8%	-16%
> Cn1c(SCC(=O)Nc2ccccc2[N+](=O)[O-])nnc1C(F)(F)F
  4%	-4	5%	-10%	i	-6%	-4%	22%	i
> O=C(CCc1nc2ccccc2c(=O)[nH]1)NCCN1C(=O)S/C(=C\c2ccc(Cl)cc2Cl)C1=O
  0%	18	-1%	-3%	i	27%	11%	-17%	-15%
> COc1ccccc1-c1cc(NC=O)c2ncc(-c3cccc(C(F)(F)F)c3)n2c1
  22µM*	-10	14%	-4%	i	39%	2%	14%	i
> CN1CCN(CCCNC(=O)c2cc3c(=O)oc4ccccc4c3s2)CC1
  -5%	0	0%	2%	i	-7%	13%	0%	-18%[57.5 µM]
> COc1ccc(N2CCN(C(=O)C3CC(O)CN3S(=O)(=O)c3ccc([N+](=O)[O-])cc3)CC2)cc1 (configuration not stated)
  -8%	8	-1%	1%	i	/	?	9%	-30%[inhibitor]
> C=C1N(c2ccc(Cl)cc2)C(=O)OC1(C)C
  17%	-3	1%	-1%	i	10%	6%	5%	i
> Cn1c(-c2ccccc2)c[n+]2c1-c1ccccc1C2
  17%	-6	-10%	10%	i	-41%	-5%	-12%	-7%
> Cn1c(=O)c2c([nH]c(=S)n2CCCc2ccccc2)n(C)c1=O
  1%	0	-8%	11%	i	29%	6%	-7%	24%
> O=C1C2C(c3cccc(/C=C/c4ccccc4)c3)CC=CC2C(c2ccc(C(F)(F)F)cc2)N1Cc1ccccc1 (configuration not stated)
  -9%	-12	-7%	-5%	i	32%	-4%	-2%	-14%
> CCN(CC(=O)Nc1c(F)cccc1F)C(=O)CCc1c[nH]c2ccccc12
  -6%[0.397 µM]	10	-1%	15%	i	16%	-15%	7%	i
> CCOc1ccc(C(=O)Nc2ccccc2NC(C)=O)cc1OCC
  -5%	?	1%	6%	i	-22%	-5%	30%	i
> O=C(/C=C/c1ccccc1)C1=C(O)C(=O)N(CCO)C1c1cccc([N+](=O)[O-])c1 (configuration not stated)
  3%	-15	0%	0%	i	11%	-27%	10%	i
> Cc1ccc(C)c2[nH]c(=O)c(CCNC(=O)CCc3ccccc3)cc12
  24%	4	-3%	-5%	i	-19%	-5%	7%	i

Complete entries, quoted from the list.
COc1ccccc1CNC(=O)C(NC(=O)Nc1ccccc1)C(C)C (configuration not stated) reads TDP43 rescue: -22%; DRD3 antagonist: 2; aSyn yeast inh: 0%; GLP1R ag: 6%; Akt phos inh: i; FUS yeast rescue: 32%; Abeta rescue: -14%; GLP-1R inv ag: -1%; PTHR1 agonist: -21%
CCOc1ccc(C(=O)Nc2ccccc2NC(C)=O)cc1OCC reads TDP43 rescue: -5%; DRD3 antagonist: ?; aSyn yeast inh: 1%; GLP1R ag: 6%; Akt phos inh: i; FUS yeast rescue: -22%; Abeta rescue: -5%; GLP-1R inv ag: 30%; PTHR1 agonist: i

Later entries
Under each structure – TDP43 rescue	DRD3 antagonist	aSyn yeast inh	GLP1R ag	Akt phos inh	FUS yeast rescue	Abeta rescue	GLP-1R inv ag	PTHR1 agonist
> Cc1noc(C)c1NC(=O)N(C)C[C@H]1OCCCC[C@@H](C)Oc2ccc(NC(=O)c3ccccc3)cc2C(=O)N([C@H](C)CO)C[C@@H]1C
  13%	-8	-1%	1%	i	20%	-1%	9%	-16%
> CC1=NN(C(=O)c2csc(C)c2C)C(O)(C(F)(F)F)C1 (configuration not stated)
  1%	29	-6%	1%	i	/	1%	?	-5%
> Cc1ccc(C(=O)c2sc3c(c2N)c(=O)[nH]c(=O)n3CCc2ccccc2)cc1
  -7%	11	13%	4%	i	/	-2%	56%[activator]	i
> O=C(COC(=O)CNS(=O)(=O)c1c(Cl)cccc1Cl)Nc1cccnc1Cl
  27%	12	0%	-4%	i	/	14%	12%	7%
> COc1ccc2c(c1)c1c(c(=O)n(-c3ccc(OC)c(OC)c3)c(=O)n1Cc1ccccc1C)n2C
  ?	/	-3%	/	/	-1%	-11%	8%	-1%
> Cc1cccc(N2CCN(C(=O)c3oc4ccc(Br)cc4c3C)CC2)c1C
  -3%	1	-6%	6%	i	17%	3%	?	i
> CCCn1c(NC(=O)C2CCN(C(=O)c3ccccc3C)CC2)nc2ccccc21
  ?	-16	1%	2%	i	18%	18%	5%	-36%[inhibitor]
> Cc1cccnc1NC(=O)c1ccc(Br)o1
  -5%	3	-5%	-19%	i	/	5%	-3%	-17%
> CC(=O)NC(C(=O)N1CCC(c2nc3ccccc3s2)CC1)C(C)C (configuration not stated)
  -7%	-16	0%	11%	i	26%	-2%	-29%	-23%
> O=C(CSCc1c(Cl)cccc1Cl)NCc1ccco1
  26%	-18	1%	7%	/	-1%	-8%	?	-4%[57.5 µM]
> CSc1ncccc1C(=O)N(C)CC(=O)Nc1cccc(F)c1
  2%	-2	3%	-2%	i	6%	5%	-2%	i
> COc1ccc(C(=O)Nc2c(N)nc(SCC(=O)N3CCC(C)CC3)[nH]c2=O)cc1
  14%	-5	0%	-10%	i	/	5%	5%	i
> O=C(/C=C/c1ccc(Br)cc1)NCCCn1ccnc1
  -8%	10	-14%	15%	i	-10%	-19%	-6%	i
> COC(=O)C(NC(C)=O)(Nc1cccc(C)n1)C(F)(F)F (configuration not stated)
  10%	4	0%	3%	i	-4%	3%	8%	i
> O=C(CSc1nc2c(cnn2-c2cccc(Cl)c2)c(=O)[nH]1)NCC1CCCO1 (configuration not stated)
  10%	9	-5%[1.84 µM]	-7%	i	17%	5%	0%	-12%
> c1ccc(-c2nc(-c3ccco3)n3ccccc23)cc1
  25µM*	3	-2%	10%	i	13%	-72%[inhibitor]	?	i
> COc1ccc(CN(C)C(=O)Cc2ccc(OC)c(S(=O)(=O)N3CCOCC3)c2)cc1
  -27%	11	0%	4%	i	13%	1%	2%	-7%
> CCN(CC(=O)Nc1ccccc1C(F)(F)F)C(=O)c1cc(S(=O)(=O)N(C)C)ccc1N1CCCC1
  0%	30	0%	-8%	i	/	3%	16%	-3%
> Cc1ccc(C(C(=O)NCC2CCCO2)N(C(=O)c2snc(C(N)=O)c2N)c2ccccc2F)o1 (configuration not stated)
  -28%	-7	-1%	4%	i	25%	-21%	-44%	i
> O=C(Nc1ncc(Cc2cccc(Cl)c2)s1)c1ccc([N+](=O)[O-])cc1
  -1%	-6	-2%	-9%	i	-18%	14%	0%	-20%
> COc1cccc(OCc2cc(C(=O)N(C)C3CCOCC3)no2)c1
  2%	17	9%	1%	i	/	6%	-8%	i
> Cc1cc2cc(C(c3nnnn3C3CCCC3)N(Cc3cccnc3)Cc3ccco3)c(=O)[nH]c2cc1C (configuration not stated)
  -23%	-25	4%	-10%	i	12%	-4%	69%[activator]	-24%

Compound activity (PubChem BioAssay)
